Screens (PubChem)
PLK1 PBD inh = blocks phosphopeptide binding to human PLK1 polo-box domain; Plk1 PBD binding of FITC phosphopeptide, fluorescence polarization; Potency, µM, for inactives: max response, negative = inhibition, actives largely listed as inhibitors; 360,000 tested, 2.8% active; AID 720504; note: potency is the fitted concentration of half-maximal effect; series mostly up to about 57 µM; % is set by controls: 0 for no effect and ±100 for the full control effect; nearly all actives have a fitted effect of over 65% in size
PI5P4K alpha inh = inhibitors of human PI5P4K alpha; P48426; AID 652105; 330,000 tested, 1.2% active; PI5P4Kalpha enzyme, ADP-Glo luminescence, 60 min; active compounds read low; max response, %; active = max response of -50% or lower; inconclusive = between -30% and -50%; inactive = -30% or higher; note: value at the top dose of about 77 µM; % is set by controls: 0 for no effect and ±100 for the full control effect
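Controls without substrate or without enzyme flank wells where PI5P4Kalpha converts substrate using 5 microM ATP (final). Incubation lasts 60 minutes at room temperature; ADP formed is read by ADP-Glo luminescence.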
EPAC1 ag = agonists of human EPAC1 | 360,000 tested, 0.073% active | EPAC1 agonist qHTS, biochemical assay; response scale: 100% = response to 6.5 mM cAMP | O95398 | AID 720707 | Potency, µM (titrated, usually from 154 µM), for the others: top-dose activation, most hits filed as activators; note: potency is the fitted concentration of half-maximal effect; nearly all actives have a fitted effect of over 60% in size
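Fluorescent GDP-exchange assay: 100 nM EPAC1 with 250 nM Rap1B preloaded with BODIPY-GDP and 50 uM GDP; compounds tested as concentration series, 5 min at room temperature, then read every 5 min for 30 min (ex 480/em 540 nm); normalized to 6.5 mM cAMP.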
WRN helicase inh = WRN helicase (human) inhibition | Q14191 | WRN helicase unwinding, fluorescent forked duplex, kinetic | Potency, µM (doses to about 114 µM), for the others: top-dose activity change, negative = inhibition, hits mostly inhibitors | 360,000 tested, 0.46% active; note: potency is the fitted concentration of half-maximal effect; % is set by controls: 0 for no effect and ±100 for the full control effect; nearly all actives have a fitted effect of over 55% in size
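Primary qHTS, 1536-well format. 20 nM WRN + compound, 15 min RT; start with 100 nM forked fluorophore/quencher duplex, 2 mM ATP (final); kinetic read ex 525/em 598 nm.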
MmCpn inh = inhibitors of Methanococcus maripaludis chaperonin (MmCpn). purified Mm-Cpn ATPase, ADP Transcreener TR-FRET. Potency, µM (doses to about 76.9 µM), inactives show top-dose activity, negative = inhibition, usual class: inhibitors. 330,000 tested, 0.031% active; note: potency is the fitted concentration of half-maximal effect; % is set by controls: 0 for no effect and ±100 for the full control effect; nearly all actives have a fitted effect of over 80% in size
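ATP (10 uM final) was added to archaeal chaperonin (25 nM final) after 10 min exposure to test compound at 37°C; after 30 min further incubation, ADP was detected by competitive TR-FRET.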
EPAC1 antagonist = blocks human EPAC1 exchange factor; O95398; EPAC1 GEF assay, Rap1b-BODIPY-GDP exchange fluorescence; Potency, µM (top dose mostly 115 µM), for the others: top-dose activity change, negative = inhibition, hits mostly inhibitors; 360,000 tested, 0.14% active; AID 720709;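 note: potency is the fitted concentration of half-maximal effect; plate controls were vehicle for no effect and positive control for full effect; nearly all actives have a fitted effect of over 50% in size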
CCT modulator = cytosolic chaperonin activity modulation | purified chaperonin ATPase assay, HTRF ADP detection, 30 min | activity change, % (test concentration not listed), hits read low | 360,000 tested, 0.3% active | AID 651819; in the data active = activity change below about -30%; note: % is set by controls: 0 for no effect and ±100 for the full control effect
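Nucleotide hydrolysis assay: TRiC at 20–40 nM final (set by batch activity) with 10 uM ATP, 30 min at 37 °C, in presence of 76 uM compound. Detection by competitive ADP HTRF, 30 min ambient.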
EPAC2 antagonist = blocks human EPAC2 exchange factor; Q8WZA2; EPAC2 GEF exchange of Rap1B-BODIPY-GDP, fluorescence; Potency, µM (doses to about 114 µM), without a hit: top-dose activity, negative = inhibition, usual class: inhibitors; 360,000 tested, 0.18% active; AID 720708; note: potency is the fitted concentration of half-maximal effect; % is set by controls: 0 for no effect and ±100 for the full control effect; nearly all actives have a fitted effect of over 45% in size; many of its hits are not listed in these tables
Target sequence (Q8WZA2 whole entry, looked up): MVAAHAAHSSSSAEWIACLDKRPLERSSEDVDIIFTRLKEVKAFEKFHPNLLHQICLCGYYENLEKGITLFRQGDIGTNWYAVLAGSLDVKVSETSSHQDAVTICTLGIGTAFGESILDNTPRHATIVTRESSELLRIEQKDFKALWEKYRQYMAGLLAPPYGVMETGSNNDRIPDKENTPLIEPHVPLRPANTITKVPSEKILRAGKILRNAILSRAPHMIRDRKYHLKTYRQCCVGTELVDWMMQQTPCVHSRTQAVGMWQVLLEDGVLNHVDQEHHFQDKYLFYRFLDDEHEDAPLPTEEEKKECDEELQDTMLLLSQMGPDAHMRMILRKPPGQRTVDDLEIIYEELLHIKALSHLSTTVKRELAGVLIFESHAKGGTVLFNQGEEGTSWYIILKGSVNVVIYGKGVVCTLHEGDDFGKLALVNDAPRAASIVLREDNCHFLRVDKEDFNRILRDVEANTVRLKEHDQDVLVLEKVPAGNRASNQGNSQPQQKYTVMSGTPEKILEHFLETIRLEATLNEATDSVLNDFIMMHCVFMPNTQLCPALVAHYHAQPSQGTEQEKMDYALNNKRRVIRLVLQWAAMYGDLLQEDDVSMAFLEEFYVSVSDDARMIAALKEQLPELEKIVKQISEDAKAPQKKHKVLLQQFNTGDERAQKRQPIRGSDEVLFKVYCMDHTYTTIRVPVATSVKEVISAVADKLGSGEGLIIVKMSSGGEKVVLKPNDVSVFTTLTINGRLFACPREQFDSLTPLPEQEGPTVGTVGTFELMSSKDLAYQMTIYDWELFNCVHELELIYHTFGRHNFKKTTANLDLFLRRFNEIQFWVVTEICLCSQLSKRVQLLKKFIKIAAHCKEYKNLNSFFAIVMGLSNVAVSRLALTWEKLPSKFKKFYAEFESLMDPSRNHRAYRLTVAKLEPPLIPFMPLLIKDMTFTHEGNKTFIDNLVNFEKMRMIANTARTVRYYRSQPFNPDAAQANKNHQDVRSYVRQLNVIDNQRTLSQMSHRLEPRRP
The depositor's hits bear a star; [ ] = remark or other dose. Unless noted, calls come from the whole dose curve; as a rule, active = well fitted curve in the direction sought with a large enough effect; inconclusive = small, poorly fitted or top-dose-only effect, or another doubt; inactive = no such curve, though single readings can be large; an effect the other way counts as inactive or inconclusive. These rows are one share of the data, so the mix of outcomes need not match the whole.

What do the screens show for `CCCC(=O)N1CCCC1(C)C(=O)NCCc1ccccn1` (centres undefined)?
PLK1 PBD inh: -2%; PI5P4K alpha inh: 5; EPAC1 ag: 0%; WRN helicase inh: -1%[57.1 µM]; EPAC1 antagonist: -10%; CCT modulator: 0.0; EPAC2 antagonist: 11%

Results for CCCc1nc(NC(C)=O)c(C#N)c(-c2ccco2)c1CC ?
PLK1 PBD inh: -4%; EPAC1 ag: 3%; WRN helicase inh: -3%; MmCpn inh: -4%; EPAC1 antagonist: -18%; CCT modulator: -3.9; EPAC2 antagonist: -2%

How did COc1ccc(-n2nnnc2CNC(=O)c2ccc3ccccc3c2)cc1 do in these assays?
PLK1 PBD inh: -1%; PI5P4K alpha inh: -3; EPAC1 ag: 7%; WRN helicase inh: 3%; MmCpn inh: 1%; EPAC1 antagonist: -21%; CCT modulator: -2.3; EPAC2 antagonist: -4%

How did Cc1ccc(S(=O)(=O)NCCc2ccncc2)cc1C do in these assays?
PLK1 PBD inh: -6%; PI5P4K alpha inh: -1; EPAC1 ag: 6%; WRN helicase inh: -15%; MmCpn inh: 3%; EPAC1 antagonist: -26%; CCT modulator: 0.3; EPAC2 antagonist: 3%

Results for O=C(NCC1CCCO1)NC12CC3CC(CC(C3)C1)C2 (centres undefined) ?
PLK1 PBD inh: -4%; EPAC1 ag: 0%; WRN helicase inh: -5%; MmCpn inh: -1%; EPAC1 antagonist: 2%; CCT modulator: -3.4; EPAC2 antagonist: -3%

How did N#CC(=C(O)CN1CCN(c2ccccc2F)CC1)c1nc(-c2ccc(Cl)cc2)cs1 do in these assays?
PLK1 PBD inh: -15%; PI5P4K alpha inh: 1; EPAC1 ag: -1%; WRN helicase inh: 8%; EPAC1 antagonist: -12%; CCT modulator: -6.4; EPAC2 antagonist: 6%

What do the screens show for `COc1ccc(CC(=O)N(C)c2ccccc2)cc1S(=O)(=O)N1CCOCC1`?
PLK1 PBD inh: -1%; PI5P4K alpha inh: 8; EPAC1 ag: 7%; WRN helicase inh: 8%; EPAC1 antagonist: -3%; CCT modulator: -0.6; EPAC2 antagonist: 2%

Results for CC(C)Cn1cc(C(=O)N2CCOCC2)c2c3ccccc3n(C)c2c1=O ?
PLK1 PBD inh: 3%; EPAC1 ag: 10%; WRN helicase inh: -4%; MmCpn inh: -2%; EPAC1 antagonist: 3%; CCT modulator: -0.1; EPAC2 antagonist: -1%

Results for Cc1ccc(S(=O)(=O)N2CCC(C(=O)N[C@@H](C)C(=O)NC3CCCCC3)CC2)cc1 ?
PLK1 PBD inh: -8%; PI5P4K alpha inh: 2; EPAC1 ag: 4%; WRN helicase inh: -8%; MmCpn inh: -1%; EPAC1 antagonist: -3%; CCT modulator: 0.0; EPAC2 antagonist: -2%

How did Cc1c(C)n(CC(O)CN2CCCCCC2)c2ccccc12 (centres undefined) do in these assays?
PLK1 PBD inh: -6%; PI5P4K alpha inh: 3; EPAC1 ag: 0%; WRN helicase inh: 8%; MmCpn inh: -2%; EPAC1 antagonist: -10%; CCT modulator: -1.3; EPAC2 antagonist: -3%

What do the screens show for `Cc1ccc(-n2c(CSc3nc(C)cc(C)n3)nnc2SCC(=O)Nc2nccs2)cc1`?
PLK1 PBD inh: -9%; PI5P4K alpha inh: 0; EPAC1 ag: 7%; WRN helicase inh: 12%; MmCpn inh: 0%; EPAC1 antagonist: inconclusive; CCT modulator: 0.0; EPAC2 antagonist: 1%

Results for O=C(Cc1cccs1)NNC(=S)NCc1ccco1 ?
PLK1 PBD inh: -9%; PI5P4K alpha inh: -2; EPAC1 ag: -10%; WRN helicase inh: -3%; MmCpn inh: 1%; EPAC1 antagonist: 5%; CCT modulator: -1.5; EPAC2 antagonist: 10%

How did CCC(C(=O)NCCc1ccc(OC)c(OC)c1)n1nc(C)n2c(cc3occc32)c1=O (centres undefined) do in these assays?
PLK1 PBD inh: -4%; PI5P4K alpha inh: -1; EPAC1 ag: -9%; WRN helicase inh: 0%; MmCpn inh: -1%; EPAC1 antagonist: 0%; CCT modulator: -1.3; EPAC2 antagonist: -1%

Results for COc1ccccc1OCC(=O)Nc1ccccc1C(=O)N1CCCCC1 ?
PLK1 PBD inh: -1%; PI5P4K alpha inh: 2; EPAC1 ag: 1%; WRN helicase inh: -19%; MmCpn inh: 0%; EPAC1 antagonist: -10%; CCT modulator: 0.0; EPAC2 antagonist: -10%

What do the screens show for `O=c1ccc2ccc(O[C@@H]3O[C@H](CO)[C@@H](O)[C@H](O)[C@H]3O)c(O)c2o1`?
PLK1 PBD inh: 5%; PI5P4K alpha inh: -7; EPAC1 ag: -9%; WRN helicase inh: 5%; MmCpn inh: -2%; EPAC1 antagonist: -2%; CCT modulator: -3.4; EPAC2 antagonist: 15%

What do the screens show for `OCC[C@@H]1C[C@@H](O)[C@H](O)[C@@]2(CCCCO2)O1`?
PLK1 PBD inh: -19%; PI5P4K alpha inh: 1; EPAC1 ag: 2%; WRN helicase inh: -3%; EPAC1 antagonist: -1%; CCT modulator: -1.9; EPAC2 antagonist: 0%

How did Cc1noc(/C=C/N(C)C)c1S(=O)(=O)NC1CCCCC1 do in these assays?
PLK1 PBD inh: 2%; PI5P4K alpha inh: -1; EPAC1 ag: 15%; WRN helicase inh: -9%; MmCpn inh: -1%; EPAC1 antagonist: -1%; CCT modulator: 1.0; EPAC2 antagonist: -1%

How did O=C(OCn1ncc(Br)c(Br)c1=O)c1ccccc1Cl do in these assays?
PLK1 PBD inh: 19µM*; PI5P4K alpha inh: -7; EPAC1 ag: -11%; WRN helicase inh: inconclusive; MmCpn inh: inconclusive; EPAC1 antagonist: inconclusive; CCT modulator: -1.5; EPAC2 antagonist: -25%

How did O=C(COc1cccc2ccccc12)N/N=C/C=C/c1ccccc1 do in these assays?
PLK1 PBD inh: -6%; PI5P4K alpha inh: 1; EPAC1 ag: 10%; WRN helicase inh: -7%; MmCpn inh: 1%; EPAC1 antagonist: -10%; CCT modulator: -0.4; EPAC2 antagonist: -1%

How did O=C1OCCN1C(=O)[C@H]1[C@H](c2ccc(F)cc2)C(c2cccc(Cl)c2)=NN1c1ccccc1 do in these assays?
PLK1 PBD inh: -11%; PI5P4K alpha inh: 28; EPAC1 ag: 24%; WRN helicase inh: -8%; MmCpn inh: -28%; EPAC1 antagonist: -21%; CCT modulator: -0.1; EPAC2 antagonist: -8%

Fetched by compound from the entries so far (three):
Results for COc1ccccc1OCC(=O)Nc1ccccc1C(=O)N1CCCCC1 ?
PLK1 PBD inh: -1%; PI5P4K alpha inh: 2; EPAC1 ag: 1%; WRN helicase inh: -19%; MmCpn inh: 0%; EPAC1 antagonist: -10%; CCT modulator: 0.0; EPAC2 antagonist: -10%

What do the screens show for `O=c1ccc2ccc(O[C@@H]3O[C@H](CO)[C@@H](O)[C@H](O)[C@H]3O)c(O)c2o1`?
PLK1 PBD inh: 5%; PI5P4K alpha inh: -7; EPAC1 ag: -9%; WRN helicase inh: 5%; MmCpn inh: -2%; EPAC1 antagonist: -2%; CCT modulator: -3.4; EPAC2 antagonist: 15%

Results for O=C(Cc1cccs1)NNC(=S)NCc1ccco1 ?
PLK1 PBD inh: -9%; PI5P4K alpha inh: -2; EPAC1 ag: -10%; WRN helicase inh: -3%; MmCpn inh: 1%; EPAC1 antagonist: 5%; CCT modulator: -1.5; EPAC2 antagonist: 10%

(more compounds)
Results for Cc1ccc2c(cnn2C(=O)CCCC(=O)NC(C)c2ccccc2)c1 (centres undefined) ?
PLK1 PBD inh: -28%; PI5P4K alpha inh: -5; EPAC1 ag: -6%; WRN helicase inh: 0%; MmCpn inh: -5%; EPAC1 antagonist: -27%; CCT modulator: 0.9; EPAC2 antagonist: 3%

What do the screens show for `Cc1c(CCC(=O)O)c(=O)n2c([nH]c3ccccc32)c1C#N`?
PLK1 PBD inh: -11%; EPAC1 ag: -7%; WRN helicase inh: -12%; MmCpn inh: -7%; EPAC1 antagonist: 0%; CCT modulator: -2.0; EPAC2 antagonist: 3%

Results for O=C(NC1CCN(Cc2ccccc2)CC1)c1ccc(CS(=O)c2ccc(F)cc2)o1 (centres undefined) ?
PLK1 PBD inh: -8%; PI5P4K alpha inh: 2; EPAC1 ag: 5%; WRN helicase inh: -4%; MmCpn inh: 3%; EPAC1 antagonist: -6%; CCT modulator: 0.5; EPAC2 antagonist: 1%

Results for O=C(CC(NS(=O)(=O)c1ccc(Cl)cc1)c1ccco1)NCc1ccco1 (centres undefined) ?
PLK1 PBD inh: 30µM*; PI5P4K alpha inh: -15; EPAC1 ag: 8%; WRN helicase inh: -16%[57.1 µM]; MmCpn inh: 2%; EPAC1 antagonist: 1%; CCT modulator: -1.3; EPAC2 antagonist: -2%

What do the screens show for `CC(=O)OCCNC(=O)Cn1cnc2c1c(=O)n(C)c(=O)n2C`?
PLK1 PBD inh: -2%; PI5P4K alpha inh: 7; EPAC1 ag: -6%; WRN helicase inh: 6%; MmCpn inh: 2%; EPAC1 antagonist: 8%; CCT modulator: 0.8; EPAC2 antagonist: 35%[activator]

How did COc1ccc(NC2=CC(=O)CC(C)(C)C2)cc1 do in these assays?
PLK1 PBD inh: -8%; PI5P4K alpha inh: -4; EPAC1 ag: 3%; WRN helicase inh: -4%; MmCpn inh: -1%; EPAC1 antagonist: 16%; CCT modulator: -0.4; EPAC2 antagonist: 6%

How did O=Nc1ccc(NO)c2ccccc12 do in these assays?
PLK1 PBD inh: -19%; PI5P4K alpha inh: -3; EPAC1 ag: 16%; WRN helicase inh: -2%; EPAC1 antagonist: 6%; CCT modulator: -0.2; EPAC2 antagonist: 5%

Results for CN(C(=O)COC(=O)C(Cc1ccccc1)NC(=O)c1ccccc1)c1ccccc1 (centres undefined) ?
PLK1 PBD inh: 1%; PI5P4K alpha inh: 8; EPAC1 ag: 1%; WRN helicase inh: -5%; MmCpn inh: 0%; EPAC1 antagonist: -6%; CCT modulator: -2.2; EPAC2 antagonist: 5%

What do the screens show for `C=CCN1CC(O)=C(c2nc3ccccc3[nH]2)C1=N`?
PLK1 PBD inh: -3%; PI5P4K alpha inh: -7; EPAC1 ag: -12%; WRN helicase inh: 3%; MmCpn inh: -6%; EPAC1 antagonist: 4%; CCT modulator: 2.4; EPAC2 antagonist: 8%

Results for COc1cc(-c2coc3c(C(=O)Nc4ccc(C(C)C)cc4)cccc23)ccc1O ?
PLK1 PBD inh: -3%; PI5P4K alpha inh: 16; EPAC1 ag: 8%; WRN helicase inh: -16%; EPAC1 antagonist: -12%; CCT modulator: -0.5; EPAC2 antagonist: -7%

How did Nc1nc2ccccc2nc1N do in these assays?
PLK1 PBD inh: -4%; PI5P4K alpha inh: -8; EPAC1 ag: 5%; WRN helicase inh: 6%; MmCpn inh: -3%; EPAC1 antagonist: 13%; CCT modulator: 0.6; EPAC2 antagonist: 4%
